Screening data (PubChem BioAssay)
FXIa inh: inhibitors of human coagulation factor XIa; AID 798; 220,000 tested, 0.14% active; purified FXIa, Boc-Glu-Ala-Arg-AMC fluorogenic substrate; inhibition, % at 5 µM;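 active = inhibition of at least 40%; inactive = inhibition below 40%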;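 note: fluorescence of freed AMC excited at 355 nm; 0% = enzyme without compound and 100% = no enzyme blank; many of its hits are not listed in these tables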
PERK inh: inhibitors of human PERK kinase; 220,000 tested, 0.17% active; inhibition, % at 5.6 µM; CHO PERK-DD fusion, SEAP luminescence translation reporter; Q9NZJ5;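 active = inhibition above the mean inhibition of all tested compounds plus 3 SD, set separately per screening campaign, cut at about 2.9% in these data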;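 note: PERK kinase domain activated by AP20187 dimerizer at 100 nM; 0% = DMSO with dimerizer and 100% = rapamycin at 8.4 µM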
Target sequence (Q9NZJ5 whole entry, looked up, the tested form may be a part): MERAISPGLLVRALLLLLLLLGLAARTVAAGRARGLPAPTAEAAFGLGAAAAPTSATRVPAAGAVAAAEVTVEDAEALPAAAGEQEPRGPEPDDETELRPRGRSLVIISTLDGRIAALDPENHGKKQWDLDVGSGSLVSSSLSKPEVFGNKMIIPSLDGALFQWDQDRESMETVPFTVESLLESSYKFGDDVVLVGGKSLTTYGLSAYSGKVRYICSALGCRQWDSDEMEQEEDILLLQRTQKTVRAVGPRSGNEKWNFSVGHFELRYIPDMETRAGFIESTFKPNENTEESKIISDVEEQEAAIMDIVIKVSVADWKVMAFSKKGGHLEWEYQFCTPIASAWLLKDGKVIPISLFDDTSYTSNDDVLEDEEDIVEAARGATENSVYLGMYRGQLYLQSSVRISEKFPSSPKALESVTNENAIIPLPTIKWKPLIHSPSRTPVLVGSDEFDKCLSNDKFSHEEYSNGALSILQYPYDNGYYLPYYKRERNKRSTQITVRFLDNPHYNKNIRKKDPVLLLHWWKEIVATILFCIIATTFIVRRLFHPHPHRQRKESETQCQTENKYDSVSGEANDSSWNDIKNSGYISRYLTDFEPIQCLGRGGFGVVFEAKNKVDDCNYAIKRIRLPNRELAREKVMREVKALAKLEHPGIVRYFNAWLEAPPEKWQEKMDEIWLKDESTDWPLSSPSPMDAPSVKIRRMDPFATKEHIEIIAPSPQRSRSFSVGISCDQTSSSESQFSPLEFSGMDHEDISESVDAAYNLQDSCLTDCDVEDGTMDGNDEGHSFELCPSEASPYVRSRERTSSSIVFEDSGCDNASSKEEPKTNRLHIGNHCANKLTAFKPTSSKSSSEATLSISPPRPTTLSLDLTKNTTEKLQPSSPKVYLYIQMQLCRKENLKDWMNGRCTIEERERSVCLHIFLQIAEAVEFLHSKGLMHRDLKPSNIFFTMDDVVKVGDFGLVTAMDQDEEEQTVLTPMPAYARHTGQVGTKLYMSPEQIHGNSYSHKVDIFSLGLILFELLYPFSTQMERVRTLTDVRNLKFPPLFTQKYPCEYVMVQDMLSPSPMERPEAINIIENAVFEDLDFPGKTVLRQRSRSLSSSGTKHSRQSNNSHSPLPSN
Rad51 HR inh: Rad51 (human) homologous recombination inhibition; inhibition, % at 10 µM; hRad51 DNA strand exchange, fluorescence dequenching; AID 1385; 200,000 tested, 0.085% active; Q06609;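 active = inhibition above 40% at the single screening dose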;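 note: 0% = DMSO control wells and 100% = blanks with heterologous ssDNA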
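Assay system: Human Rad51 nucleoprotein filaments preassembled on unlabelled ssDNA | Reagent: Donor/quencher-labelled 47-bp dsDNA substrate | Doses: One concentration, 10 µM final | Times: 37 °C 15-min filament assembly, 30-min compound preincubation, 15-min exchange | Technique: Fluorescein emission 520 nm, excitation 485 nm | Benchmarks: Plate control and blank wells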
Furin inhibitor: blocks human furin protease activity; P09958; purified furin, fluorogenic substrate cleavage; inhibition, % at 30 µM; 220,000 tested, 0.061% active; AID 463115; in the data active = inhibition above about 25%; note: inactives centre near -15
Thrombin inh: blocks human thrombin protease activity; P00734; alpha-thrombin, Boc-VPR-AMC fluorogenic substrate cleavage; inhibition, % at 5 µM; 220,000 tested, 0.26% active;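 active = inhibition at or above 40%; inactive = inhibition below 40%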;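 note: 0% = enzyme with no compound and 100% = wells without enzyme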
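System: Human alpha-thrombin protein | Medium: pH 7.5 Tris (50 mM) with NaCl 150 mM, Tween 20 0.05% | Times: Enzyme reaction carried out at room temperature | Detection: AMC fluorescence, 355/460 nm | Evaluation: Percent inhibition scaled between no-compound controls and no-enzyme blanks | Benchmarks: Enzyme without compound as high, wells lacking enzyme as low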
Calpain2 inh: calpain II (pig) inhibition | AID 1236 | purified calpain II, fluorogenic peptide substrate, 30 min | inhibition, % at 16 µM | 220,000 tested, 0.37% active;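 active = inhibition above about 50%, limit read from the data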
KLK5 inh: blocks human kallikrein 5 protease activity. Q9Y337. recombinant hK5, fluorogenic AMC substrate cleavage. inhibition, % at 5 µM. 210,000 tested, 0.59% active. AID 873;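 active = inhibition of 40% or more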;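 note: 0% = enzyme controls without compound and 100% = no-enzyme blanks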
Cl transport mod: modulators of human KCC2 chloride dependent transport; Q9H2X9; KCC2 cells, thallium flux FluoZin-2 fluorescence; B-score of Tl+ flux slope (higher = more flux/activation; lower = inhibition) at 10 µM; 190,000 tested, 2.2% active; AID 1456;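 active = thallium flux slope and its plate-corrected score both differing from the plate sample mean at a set confidence after two filtering rounds, in either direction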;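 note: slope of fluorescence scaled to starting intensity during 10 to 20 s after thallium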
FXIIa inh 1536: inhibitors of human coagulation factor XIIa. P00748. purified FXIIa, Boc-QGR-AMC fluorogenic substrate, 2 h. 220,000 tested, 0.3% active. inhibition, % at 5 µM; in the data active = inhibition above about 40%;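 note: 0% = enzyme with no compound and 100% = blank without enzyme; many of its hits are not listed in these tables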
Starred values were filed as active, the others as inactive; i = inactive; / = not tested or not shown; [ ] = dose if it differs, or a comment.

SMILES | FXIa inh | PERK inh | Rad51 HR inh | Furin inhibitor | Thrombin inh | Calpain2 inh | KLK5 inh | Cl transport mod | FXIIa inh 1536
Cc1cccc(C)c1OCCn1nc(C(=O)O)c2ccccc2c1=O | -2.8 | -1.4 | 1.8 | -8.4[20 µM] | -4.3 | 3.8 | -8.8 | -0.24 | 3.5
O=C(NCCN1CCOCC1)C(=O)NCc1ccco1 | -2.0 | 0.7 | -13.9 | -18.8 | 3.3 | 15.0 | -6.5 | 0.639 | 3.1
CCc1c(C)c2nncn2[nH]c1=O | 0.4 | 2.2 | / | -16.8 | 1.0 | 3.8 | 5.7 | 0.011 | 12.2
O=C1/C(=C/c2cccc3ccccc23)CCCc2ccccc21 | 6.1 | 0.6 | / | -7.9[20 µM] | 1.8 | 10.4 | 13.3 | 0.467 | 14.2
Cc1ccc2[nH]c(=O)c(CNC(C)(C)C)cc2c1 | 5.8 | 2.2 | 3.9 | -15.5 | -8.6 | -76.6 | -19.5 | / | 14.8
O=C(CSc1nc2ccccc2n1CC(=O)N1CCCC1)Nc1nccs1 | 2.0 | 0.4 | -5.7 | -7.7[20 µM] | -6.1 | -16.4 | 2.7 | / | -3.7
O=C(C1=C(O)C(=O)N(CCOCCO)C1c1cccs1)c1cccs1 (stereo not drawn) | 5.2 | 0.4 | -2.8 | -7.1 | 6.7 | 11.2 | -1.6 | 0.965 | 3.5
Cc1cc(S(=O)(=O)NCc2ccc(S(N)(=O)=O)cc2)c(C)s1 | -2.5 | -1.1 | -23.2 | -2.0 | -8.6 | -16.4 | -2.6 | 1.03 | 6.2
Cc1ccc(S(=O)(=O)c2c(C)cc(C)nc2N2CCCCC2)cc1 | -3.1 | 0.5 | 3.3 | -10.3 | -1.7 | 33.4 | -32.7 | -0.806 | 8.2
COc1ccccc1N1CCN(Cc2cc(=O)n3ccsc3n2)CC1 | -6.9 | 0.5 | -1.2 | -4.7[20 µM] | 0.6 | -17.1 | -7.2 | 0.00722 | -3.3
CCOC(=O)c1cnc2c(-c3ccccc3)cnn2c1C | -1.4 | 0.4 | -36.4 | -19.5 | -9.9 | -7.5 | -4.5 | -0.208 | 1.5
CC(=O)Nc1cc(S(=O)(=O)Nc2cccc(C)c2)c(C)cc1C | -7.5 | 0.1 | 11.6 | -18.0[20 µM] | -5.8 | 14.3 | -3.7 | / | -11.8
CC(=O)Nc1cccc(-c2csc(N)n2)c1 | 3.0 | 2.1 | / | -19.8 | -0.1 | -3.4 | / | -0.0218 | 11.3
CCN(CC)C(=O)Cn1cc(S(=O)(=O)CC(=O)N2CCCCCC2)c2ccccc21 | -4.2 | 1.1 | 11.1 | -1.6 | 0.6 | 5.3 | 3.1 | 0.00824 | 7.4
N#C/C(N)=C(/C#N)N=Cc1cccc(Cl)c1 | -2.1 | 0.6 | 4.8 | -9.9 | -7.1 | 1.3 | 0.1 | -1.41 | 4.2
O=C(COc1ccc(F)cc1)Nc1nnc(-c2ccncc2)s1 | 3.9 | 0.6 | 0.1 | -15.5[20 µM] | -1.2 | -169.5 | -46.6 | / | 7.3
COc1ccc(-n2c(Cc3cccn3C)nnc2SCC(=O)Nc2cccc(OC)c2)cc1 | 16.5 | 0.3 | -3.2 | -12.6 | -5.3 | -0.3 | 4.6 | -2.59 | 15.8
C=CCNc1nc(NCc2ccco2)nc(OCC)n1 | 4.4 | 0.7 | 5.5 | -28.9 | -5.2 | -23.4 | -22.3 | -0.607 | 2.9
O=C(N/N=C/c1cccnc1)c1ccc(NC(=O)C(c2ccccc2)c2ccccc2)cc1 | 9.6 | 0.5 | / | -16.5 | 1.3 | -13.4 | -11.7 | 0.178 | 8.4
Cn1c(SCC(N)=O)nnc1-c1ccccc1 | -22.1 | 2.4 | -1.1 | -22.9 | -6.7 | 2.9 | -14.6 | / | -3.9
c1ccc(OCCOc2cccc3cccnc23)cc1 | -2.4 | -0.3 | / | -12.2 | -9.7 | 19.0 | -31.5 | -1.64 | 3.1
CN1C(=O)c2cccc(NC(=O)C3CCCCC3)c2C1=O | 3.3 | 1.0 | -1.9 | -2.8 | 1.5 | -63.0 | -6.1 | -1.6 | 13.3
Cc1cc(C(=O)CN2C(=O)c3ccccc3S2(=O)=O)c(C)n1-c1ccccc1 | 2.0 | -1.3 | -0.1 | -18.1 | 1.2 | -17.8 | -0.6 | 0.0184 | 18.3
O=C(O)Cn1nnnc1-c1ccc(F)cc1 | -7.1 | 1.1 | -0.2 | -21.6[20 µM] | 11.7 | 7.7 | 24.9 | -0.0684 | 24.4
CCN(C(=O)COC(=O)CNS(=O)(=O)c1ccccc1)c1ccccc1 | 7.3 | 0.7 | -9.2 | -3.1 | / | 29.1 | 9.5 | -0.0273 | 13.4
CC1CCCC(C)N1C(=O)CN1C(=O)C(C)(C)Oc2ccc(C(=O)NC3CCCC3)cc21 (stereo not drawn) | 1.5 | -2.0 | -2.7 | -8.7[20 µM] | -1.6 | -11.5 | -13.2 | / | 13.7
O=C(Nc1ccc(Cl)c(Cl)c1)N(CCCN1CCOCC1)Cc1cccs1 | 2.1 | -1.7 | 3.9 | -23.0 | -6.7 | -8.9 | 16.5 | -3.01* | 7.7
C=CCC1(CC=C)CCCN1C(=O)CC1C(=O)NCCN1Cc1cccc(OC)c1 (stereo not drawn) | -1.3 | -0.1 | -0.4 | -27.3 | -3.9 | -26.0 | 2.4 | 0.637 | 11.7
Cc1csc(SCC(=O)N2CCN(S(=O)(=O)c3ccc(Cl)cc3)CC2)n1 | 5.2 | -0.5 | / | 0.7 | -6.7 | -6.0 | -3.1 | / | 9.5
Cc1ccsc1/C=N/n1c(C2CCCCC2)n[nH]c1=S | 0.5 | 0.8 | 2.7 | -22.1 | -8.6 | 42.1 | -4.7 | 2.18 | -1.4
COc1ccc(-c2nnnn2-c2ccc(F)cc2F)cc1 | -1.9 | 1.0 | 14.0 | -16.1 | 0.5 | 5.6 | -6.3 | -0.264 | 2.6
O=C(c1cccc(S(=O)(=O)Nc2cccc(C(F)(F)F)c2)c1)N1CCCCC1 | 4.6 | 1.3 | -7.4 | -12.1 | -6.0 | 10.1 | -7.5 | -0.608 | 12.6
COc1ccccc1-n1c(SCC(=O)Nc2ccccc2C)nc(O)cc1=O | -8.8 | 0.8 | / | -35.6 | -4.6 | -29.6 | 3.6 | -0.248 | 3.8
O=C(CN1CCN(c2ccccc2F)CC1)N1N=CCC1c1ccccc1 (stereo not drawn) | 15.3 | -0.5 | -16.3 | -14.5 | 9.3 | 21.3 | 10.9 | 0.108 | 13.7
Fc1ccc(N2CCN(C(c3cccs3)c3nnnn3C3CCCC3)CC2)cc1 (stereo not drawn) | 3.3 | 0.1 | 4.7 | -9.9 | 2.3 | 15.5 | -6.9 | / | 11.4
CNC(=S)Nc1ccccc1-c1ccccc1 | -0.6 | 0.5 | 7.3 | -21.9 | -10.1 | -7.3 | -20.8 | 1.17 | 8.7
O=C(c1ccc(Cl)c(S(=O)(=O)NCc2ccco2)c1)N1CCN(c2ccc(F)cc2)CC1 | 3.1 | -1.8 | 2.0 | -24.6[20 µM] | 3.4 | -12.5 | -3.4 | / | 15.0
CN1CCN(c2ccc([N+](=O)[O-])cc2NC(=O)c2ccccc2)CC1 | 4.4 | 0.2 | 5.6 | -14.3[20 µM] | 0.4 | 2.6 | 25.3 | / | 14.1
Cc1nn(-c2ccccc2)c(N)c1N=Nc1ccccc1 | 2.7 | 0.1 | -8.9 | -4.7 | -11.2 | 20.2 | -6.4 | -0.773 | 5.7
COc1ccc(-n2c(C)ccc2C)c([N+](=O)[O-])c1 | -4.4 | -0.2 | -13.8 | -4.2 | -14.2 | 2.5 | 2.8 | 0.0103 | 3.6
O=C(Cn1cnc2ccccc21)Nc1cc(C(F)(F)F)ccc1N1CCOCC1 | -10.6 | -0.2 | 5.1 | -18.3 | 3.6 | 13.5 | 3.1 | -0.00492 | -23.0
COc1ccc(-c2cc(C(F)(F)F)nc(SCC(=O)Nc3sc4c(c3C#N)CCC4)n2)cc1 | 0.2 | -0.2 | -2.6 | -13.3[20 µM] | -2.5 | -246.1 | -4.2 | -0.0106 | 20.3
Cc1sc2ncnc(N=Nc3c(O)[nH]c4ccccc34)c2c1C | 7.2 | 0.4 | 0.5 | -10.2 | -2.2 | 16.4 | -5.6 | -0.288 | 14.1
CN1CCN(CC(=O)N2CCn3c4c(c5cc(C6CCCCC6)ccc53)CCCC42)CC1 (stereo not drawn) | 17.9 | -1.0 | -3.7 | -10.4 | -4.7 | -60.4 | -1.1 | 0.204 | 16.1
OCCC1CN(CC#Cc2ccccc2)CCN1C1CCCC1 (stereo not drawn) | -7.5 | -0.4 | -0.7 | -15.1 | -8.4 | 17.1 | -1.0 | -0.483 | 6.7
Cc1cc(=O)oc(C)c1C(=O)OCC(=O)c1ccc2ccccc2c1 | 3.5 | -0.8 | -1.2 | -9.5[20 µM] | -3.5 | -65.3 | 2.5 | -1.32 | 15.8
CCOc1ccc(Cn2nnc(C(=O)Nc3cc(C)cc(C)c3)c2N)cc1 | 7.5 | 1.4 | 3.4 | -17.3 | 1.7 | -11.2 | -1.7 | 1.26 | 10.5
C=C(C)C1CC=C(C)/C(=N/NC(=O)CCCNc2cccc(C)c2)C1 (stereo not drawn) | 1.4 | -0.2 | 21.9 | -8.1 | -2.3 | 0.2 | 2.5 | 0.991 | 6.8
O=C1c2ccccc2CN1CCNC(=S)NC1CCCCC1 | -7.2 | 0.1 | -4.5 | -20.2 | -12.1 | 0.0 | -9.9 | -1.08 | -8.3
CCCc1n[nH]c2c1/C(=N\OCC)CC(C)(C)C2 | 7.2 | 0.9 | 14.6 | -21.3 | -3.3 | 28.8 | 4.3 | -1.18 | 3.2
CCC(C)(C)NC(=O)C(c1ccncc1)N(Cc1cccs1)C(=O)Cn1nnc2ccccc21 (stereo not drawn) | -2.2 | -0.8 | -10.4 | -28.5 | -5.9 | -3.9 | -23.2 | 0.529 | -8.7
Cn1c(=O)[nH]c(=O)c2c1nc(N1CCN(Cc3ccccc3)CC1)n2CCCc1ccccc1 | 1.9 | -0.8 | -0.1 | -11.6 | 0.5 | 13.5 | -17.7 | -0.141 | 9.6
COc1ccccc1-c1c(C#N)c(N)nc2c1CCc1ccccc1-2 | 4.7 | -0.4 | 0.3 | -102.1 | -20.9 | i | -56.6 | -0.191 | -4.2
O=C(Nc1ccccc1)Nc1ccc(C(F)(F)F)cn1 | -5.0 | 1.4 | -3.5 | -20.4 | -2.1 | -9.1 | -2.9 | 0.765 | 10.4

Entries above printed as active in Cl transport mod.
SMILES | FXIa inh | PERK inh | Rad51 HR inh | Furin inhibitor | Thrombin inh | Calpain2 inh | KLK5 inh | Cl transport mod | FXIIa inh 1536
O=C(Nc1ccc(Cl)c(Cl)c1)N(CCCN1CCOCC1)Cc1cccs1 | 2.1 | -1.7 | 3.9 | -23.0 | -6.7 | -8.9 | 16.5 | -3.01* | 7.7

Single records (already shown). Values in the order: FXIa inh | PERK inh | Rad51 HR inh | Furin inhibitor | Thrombin inh | Calpain2 inh | KLK5 inh | Cl transport mod | FXIIa inh 1536
Shown for COc1ccccc1-c1c(C#N)c(N)nc2c1CCc1ccccc1-2 : 4.7 | -0.4 | 0.3 | -102.1 | -20.9 | i | -56.6 | -0.191 | -4.2
Shown for C=C(C)C1CC=C(C)/C(=N/NC(=O)CCCNc2cccc(C)c2)C1 (stereo not drawn) : 1.4 | -0.2 | 21.9 | -8.1 | -2.3 | 0.2 | 2.5 | 0.991 | 6.8

These rows are one share of the data; rates above refer to the full screens.
